NCOA2 inhibitor: inhibits human steroid receptor coactivator 2; HEK293 GAL4-SRC2 luciferase reporter, luminescence; inhibition, % at 9 µM; actives 0.17% (n = 370,000); AID 651957;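 active = inhibition above the mean inhibition of all tested compounds plus 3 SD, set per campaign, cut at about 52% in these data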;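 also: 0% = DMSO treated cells and 100% = cells given Gossypol at 36 µM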
KKLEB cytotox: CF airway cell cytotoxicity counter-screen | activity change (cytotoxicity), % at 5 µM | AID 602141 | actives 0.36% (n = 360,000) | KKLEB CF airway cells viability, ATPlite luminescence, overnight; stronger effect = lower value; cells stimulated with P. aeruginosa culture filtrate;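 active = corrected activity change at or below -50% at 5 µM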
NCOA3 inh: inhibits human SRC3 coactivator. Q9Y6Q9. HEK293 GAL4-SRC3 luciferase reporter, luminescence. inhibition, % at 3.6 µM. actives 0.17% (n = 360,000). AID 588352;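 active = inhibition above a per-campaign cutoff, the mean of all compounds plus 3 SD, cut at about 60% in these data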;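 also: 0% = DMSO-treated cells and 100% = gossypol-treated cells at 36 µM; higher means less SRC3-driven luciferase light from the GAL4 reporter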
LMP1 NFkB inh: inhibitors of Epstein-Barr LMP1-induced NF-kappaB reporter | LMP1-induced NF-kappaB luciferase reporter cells, luminescence | inhibition, % at 12.5 µM | actives 0.69% (n = 350,000) | AID 504558; in the data active = inhibition above about 41%;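 also: 0% = neutral control wells and 100% = reference inhibitor control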
C8 TRAIL sens: caspase-8 TRAIL sensitization; NB7+C8 cells + TRAIL, ATPlite viability luminescence; actives 1% (n = 360,000); AID 624354; inhibition (viability loss, TRAIL sensitization), % at 10 µM;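 active = compounds causing at least 50% loss of cell viability in the single-dose screen, relative to plate controls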
TWEAK-Fn14 inh: TWEAK-Fn14 signaling inhibition; TWEAK-stimulated Fn14 reporter cells, luciferase luminescence, 8 h; inhibition, % at 10 µM; actives 2% (n = 360,000); AID 1159606; in the data active = inhibition above about 50%
CF NFkB inh: cystic fibrosis NF-kB activation inhibition; KKLEB NF-kB-GFP reporter, PAF-induced, GFP fluorescence overnight; inhibition, % at 5 µM; AID 588850; actives 0.86% (n = 360,000);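 active = at least 50% inhibition at 5 µM, scaled per plate between neutral and stimulator controls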;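 also: PAF is a Pseudomonas aeruginosa culture filtrate used as stimulus; plate controls were PAF-stimulated DMSO wells for no effect and unstimulated DMSO wells for full effect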
COUP-TFII inh: inhibitors of human COUP-TFII (NR2F2) | P24468 | HEK293T NGFI-A luciferase reporter, luminescence | inhibition, % at 8.6 µM | actives 0.7% (n = 370,000) | AID 686940;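 active = inhibition above a per-plate cutoff, mean inhibition of test wells between control levels plus 3 SD, cut at about 38% in these data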;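 also: cells cotransfected with COUP-TFII expression vector driving the NGFI-A reporter; 0% = median of COUP-TF2 test wells and 100% = reporter-only cells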
Target sequence (P24468 whole entry, looked up): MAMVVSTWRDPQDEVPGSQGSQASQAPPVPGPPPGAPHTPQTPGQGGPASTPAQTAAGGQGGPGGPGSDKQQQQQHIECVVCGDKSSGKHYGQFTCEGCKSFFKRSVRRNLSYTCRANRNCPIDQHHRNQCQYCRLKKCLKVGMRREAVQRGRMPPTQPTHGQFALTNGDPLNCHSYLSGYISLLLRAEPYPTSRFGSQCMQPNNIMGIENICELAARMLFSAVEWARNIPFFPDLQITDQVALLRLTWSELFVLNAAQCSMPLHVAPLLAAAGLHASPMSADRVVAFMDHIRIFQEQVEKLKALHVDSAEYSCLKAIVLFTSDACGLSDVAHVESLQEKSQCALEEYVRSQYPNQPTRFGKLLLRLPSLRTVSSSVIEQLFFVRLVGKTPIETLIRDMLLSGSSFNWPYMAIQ
TROY signal inh: inhibitors of TROY-dependent NF-kB signaling | Q293 LMP1-TROYcd NF-kB luciferase reporter, 4 h | inhibition, % at 10 µM | actives 0.98% (n = 360,000) | AID 1347056;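 active = compounds whose plate-normalised and pattern-corrected inhibition of the luciferase reporter signal at the single screening dose is 50% or more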
NCOA1 inh: inhibits human SRC1 coactivator; Q15788; actives 0.12% (n = 360,000); inhibition, % at 3.6 µM; HEK293 GAL4-SRC1 luciferase reporter, luminescence;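 active = inhibition above the campaign mean plus 3 SD, with each screening campaign given its own cutoff, cut at about 60% in these data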;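 also: 0% = DMSO treated cells and 100% = gossypol at 36 µM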
NR5A2 inv ag: suppresses constitutive activity of human LRH-1; O00482; HEK293T StAR-luciferase reporter, LRH-1 transfected, 24 h; inhibition, % at 3.6 µM; actives 0.13% (n = 360,000); AID 602396;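 active = inhibition above the mean inhibition of all tested compounds plus 3 SD, cut at about 73% in these data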;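 also: 0% = DMSO wells and 100% = reporter-only cells lacking LRH-1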
Target sequence (O00482 whole entry, looked up): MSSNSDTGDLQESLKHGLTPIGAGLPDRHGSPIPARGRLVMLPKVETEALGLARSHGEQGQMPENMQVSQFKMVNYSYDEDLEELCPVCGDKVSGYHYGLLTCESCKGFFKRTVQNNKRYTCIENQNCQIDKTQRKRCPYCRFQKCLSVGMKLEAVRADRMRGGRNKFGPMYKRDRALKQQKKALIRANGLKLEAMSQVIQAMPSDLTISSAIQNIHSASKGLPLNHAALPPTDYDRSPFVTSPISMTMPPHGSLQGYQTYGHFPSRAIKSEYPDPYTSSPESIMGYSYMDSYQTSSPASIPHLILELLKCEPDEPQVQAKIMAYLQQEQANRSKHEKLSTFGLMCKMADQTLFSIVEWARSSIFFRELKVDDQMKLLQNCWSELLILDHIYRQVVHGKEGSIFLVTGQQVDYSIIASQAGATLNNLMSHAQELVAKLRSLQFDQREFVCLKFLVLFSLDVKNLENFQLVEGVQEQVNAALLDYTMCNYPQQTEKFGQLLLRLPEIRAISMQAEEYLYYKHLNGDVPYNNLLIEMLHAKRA
* hit, by the source's call; . = not tested or not shown.

SMILES | NCOA2 inhibitor | KKLEB cytotox | NCOA3 inh | LMP1 NFkB inh | C8 TRAIL sens | TWEAK-Fn14 inh | CF NFkB inh | COUP-TFII inh | TROY signal inh | NCOA1 inh | NR5A2 inv ag
NNC(=O)CNC(=O)c1cccc(Br)c1 | 19 | 0 | -5 | 0 | 2 | 8 | -10 | -10 | -12 | -12 | 12
Cc1cc(C)nc(SCc2nnc(SCC(=O)Nc3ccc(Cl)c(C(F)(F)F)c3)o2)n1 | -12 | 0 | 10 | -10 | 13 | -19 | -2 | 24 | 15 | 3 | 10
COCCNC(=O)CSc1nccn1Cc1ccc2c(c1)OCO2 | -13 | -10 | 9 | 20 | 1 | -10 | -4 | 10 | 4 | -14 | 10
O=C(CCCN1C(=O)/C(=C/c2ccccc2)SC1=S)Nc1ccc(O)cc1 | 12 | 3 | -30 | 3 | -3 | 6 | 0 | 11 | -10 | -66 | -11
COc1cc2c(C(=O)O)c(C)n(CC(C)C)c2c2ccccc12 | -1 | 0 | 2 | 1 | 11 | 11 | -5 | -3 | -5 | 2 | 4
COc1cccc(NC(=O)CN(c2cccc(F)c2)S(C)(=O)=O)c1 | 4 | -5 | 14 | 17 | 6 | 4 | 4 | -23 | -22 | -4 | 11
COc1ccc(/C=C(\C#N)C(=O)ONC2=NCCCCC2)cc1 | 32 | -8 | -1 | 2 | -1 | -16 | 8 | 7 | -3 | -12 | 8
Cc1c(O)ccc(C(=O)CN2C(=O)c3ccccc3C2=O)c1O | -17 | -4 | -4 | 0 | -3 | 24 | 28 | -4 | -5 | -4 | -3
NC(=O)c1ccc(NS(=O)(=O)c2ccc(Br)s2)cc1 | 13 | 11 | 6 | 0 | -9 | 0 | -3 | 7 | 4 | 1 | -21
CCCNC(=O)Cn1cnc2sc(C(=O)Nc3cc(OC)c(OC)c(OC)c3)c(C)c2c1=O | . | -9 | -3 | -6 | 0 | -15 | 11 | . | 0 | -2 | 3
CCC(C)NC(=O)CCn1c(-c2ccccc2)cc(C(C)=O)c1C (stereo not drawn) | 13 | 6 | 19 | -7 | -14 | -5 | -24 | -8 | -1 | 0 | 6
O=C(Nc1ccc(CN2CCOCC2)cc1)c1ccc(-c2cccc(Cl)c2)o1 | -3 | 2 | 16 | 13 | 15 | 57* | -18 | 62* | 45 | 3 | -9
O=C(COC(=O)c1cccnc1Nc1ccccc1F)NC1CC1 | -26 | 3 | -3 | 4 | 6 | -6 | 7 | 0 | -13 | -16 | 7
COc1ccc(/C=N\NC(=O)CCc2c(C)n[nH]c2C)c(OC)c1OC | -22 | -12 | -1 | -6 | -3 | 0 | 0 | -4 | -1 | 7 | 10
COc1ccc(S(=O)(=O)N(C)CC(=O)Nc2ccc3c(c2)OCCO3)cc1 | 15 | -1 | -23 | -2 | 6 | 4 | 10 | 1 | 2 | -20 | 16
CC(=O)/C=C1\SC(CC(=O)O)C(=O)N1c1ccccc1 (stereo not drawn) | -16 | -8 | -18 | 3 | -8 | -2 | 12 | -11 | 0 | 11 | -18
CN(CC(=O)Nc1ccccc1Cl)C(=O)c1ccccc1SCC(=O)N1CCCC1 | -56 | 8 | 16 | 9 | 10 | -3 | -14 | -9 | -8 | -4 | -12
COc1cc(S(=O)(=O)N(Cc2cccnc2)Cc2cccc(OC)c2OC)ccc1-n1cnnn1 | 11 | 0 | -7 | 5 | -11 | -27 | -1 | -7 | 18 | -16 | -7
Nc1ccc(-c2nnc(-c3ccc(-c4ccccc4)cc3)o2)cc1 | -58 | -30 | -47 | -36 | 21 | -26 | 41 | -47 | -22 | -74 | -91
NC(=O)Cn1c(O)c(N=NC(=O)CNC(=O)/C=C/c2ccccc2)c2ccccc21 | 18 | 1 | 3 | 9 | -13 | 6 | -5 | 15 | -5 | 1 | 7
CCN1C(=O)[C@@H]2[C@@H](c3ccc(-c4ccc(Cl)c(Cl)c4)c(OC)c3)N3CCC[C@@]3(C(=O)OC)[C@@H]2C1=O | 9 | -7 | 3 | 5 | -2 | -1 | 37 | 13 | 16 | 3 | -2
Cc1ccc(NCCCn2ccc(NC(=O)OCc3ccccc3)nc2=O)cc1C | -5 | -18 | -14 | -10 | 1 | 2 | -4 | -5 | -3 | -8 | 10
Fc1ccc(-c2oncc2-c2nnnn2-c2ccccc2)cc1F | -7 | -7 | 0 | 3 | -10 | -1 | 2 | 5 | -5 | 4 | -5
O=C(O)CCCC(=O)Nc1ccccc1C(=O)N1CCCC1 | -6 | 4 | 7 | 4 | -14 | 6 | -8 | 16 | -4 | 5 | -29
O=C(OCC(=O)c1ccc[nH]1)c1ccc([N+](=O)[O-])cc1 | 26 | 11 | 9 | -2 | 0 | -6 | 2 | -1 | -21 | -15 | 7

New compounds follow:
SMILES | NCOA2 inhibitor | KKLEB cytotox | NCOA3 inh | LMP1 NFkB inh | C8 TRAIL sens | TWEAK-Fn14 inh | CF NFkB inh | COUP-TFII inh | TROY signal inh | NCOA1 inh | NR5A2 inv ag
CCOC(=O)N1CCN(C(=O)C2CCN(c3ncnc4c3sc3cccc(F)c34)CC2)CC1 | 24 | -27 | 20 | 34 | 19 | 30 | -12 | 46* | 50 | -13 | 28
Cc1ccc(CSc2ccc(-c3ccc4c(c3)OCO4)nn2)cc1 | -8 | 4 | 12 | -24 | 1 | -18 | 1 | -19 | -65 | -5 | -8
CSCc1cc(N2CCCC2)nc(-c2ccccc2)n1 | -19 | -1 | 13 | -27 | 5 | -12 | -5 | 14 | -13 | 1 | -7
CCCCCCN1C[C@@H](O)[C@H](n2cc(COC(=O)c3ccccc3)nn2)C[C@@H]1c1ccccc1 | -10 | -13 | 9 | 4 | 15 | 2 | 13 | 8 | 2 | -19 | -8
Cc1ccccc1NC(=S)NN1CCN(C)CC1 | -11 | 21 | 9 | -2 | -13 | 74* | -8 | 5 | . | 13 | 2
C=CCN1C(=O)/C(=C\c2ccco2)C(C(=O)OC)=C1C | 0 | 12 | -18 | -4 | -11 | 3 | -31 | -10 | 9 | -5 | 4
COc1ccc(CN2CCC(N3CC(C)OC(C)C3)CC2)c(OC)c1OC (stereo not drawn) | 21 | 1 | 9 | 7 | -2 | -15 | -3 | -8 | 11 | -3 | -5
O=C1N[C@H](Cc2ccccc2)COC(=O)[C@@H](Cc2ccc(F)cc2)C/C=C\C[C@H]1CC(=O)N(CCO)Cc1ccccc1 | 1 | -6 | -7 | 3 | 2 | 32 | 23 | 14 | 9 | -8 | -12
CC1=NN(c2ccccc2)C(=O)C1C(=O)c1ccc([N+](=O)[O-])cc1 (stereo not drawn) | -32 | 6 | -7 | -1 | -4 | 10 | -3 | -5 | -16 | -30 | 3
O=C(CN1C(=O)NC2(CCCC2)C1=O)Nc1ccc(F)c(Cl)c1 | 2 | -6 | 19 | -13 | 10 | 0 | -2 | 15 | -8 | 9 | -1
CCCOc1ccc(-c2nc[nH]c2[N+](=O)[O-])cc1 | -1 | -6 | 5 | -3 | 0 | 7 | 9 | 1 | -10 | -4 | 6
Cc1cccc(C)c1C(=O)N[C@@H](Cc1ccccc1)C(=O)O | -14 | 8 | -5 | -16 | 0 | 6 | 8 | -19 | -10 | -14 | 0
COc1ccccc1N1CC(C(=O)NCCN2C(=O)S/C(=C\c3cccnc3)C2=O)CC1=O (stereo not drawn) | -29 | -12 | -2 | 2 | 1 | 8 | 12 | 5 | 5 | -20 | 11
Cc1ccc(-n2c(C)c3c(C)nnc(C)c3c2C)cc1N | 13 | 10 | 21 | -2 | -19 | -3 | -23 | -12 | 1 | -5 | 6
Cc1cc2ccccn2c1C(=O)c1ccc(Cl)c([N+](=O)[O-])c1 | -4 | -1 | 7 | 5 | 3 | 2 | 18 | -4 | -32 | -9 | 10
COc1ccc(NC(=O)NNC(=O)COc2ccc(Cl)cc2C)cc1OC | 28 | -1 | 3 | -5 | -14 | 15 | 5 | -16 | 3 | 24 | 11
Cc1occc1C(=O)NNC(=O)c1ccccc1C(=O)O | -86 | 3 | -80 | -12 | 18 | -19 | 4 | -24 | -19 | -96 | -147
COc1ccc(CC(=O)NCc2cccc(Cl)c2)cc1S(=O)(=O)N1CCOCC1 | 8 | -3 | 4 | 7 | 6 | -1 | 1 | -6 | 2 | -9 | -6
Cc1ccc(-c2c(NC(=O)c3ccco3)oc3ccccc3c2=O)cc1 | -14 | 11 | 18 | . | 11 | -24 | -8 | 9 | -43 | -7 | -13
C[C@H](NC(=O)COc1ccc(Cl)cc1)C(=O)N1CCC2(CC1)NCCc1[nH]cnc12 | -6 | 0 | 2 | -4 | 4 | 13 | -6 | -1 | -14 | -4 | 9
O=C(Nc1cccc(F)c1)[C@@H]1CCCN1 | -12 | 4 | -2 | 8 | 2 | -1 | -3 | -28 | -3 | -7 | -10

10 consecutive compounds from above, for reference:
SMILES | NCOA2 inhibitor | KKLEB cytotox | NCOA3 inh | LMP1 NFkB inh | C8 TRAIL sens | TWEAK-Fn14 inh | CF NFkB inh | COUP-TFII inh | TROY signal inh | NCOA1 inh | NR5A2 inv ag
CCOC(=O)N1CCN(C(=O)C2CCN(c3ncnc4c3sc3cccc(F)c34)CC2)CC1 | 24 | -27 | 20 | 34 | 19 | 30 | -12 | 46* | 50 | -13 | 28
Cc1ccc(CSc2ccc(-c3ccc4c(c3)OCO4)nn2)cc1 | -8 | 4 | 12 | -24 | 1 | -18 | 1 | -19 | -65 | -5 | -8
CSCc1cc(N2CCCC2)nc(-c2ccccc2)n1 | -19 | -1 | 13 | -27 | 5 | -12 | -5 | 14 | -13 | 1 | -7
CCCCCCN1C[C@@H](O)[C@H](n2cc(COC(=O)c3ccccc3)nn2)C[C@@H]1c1ccccc1 | -10 | -13 | 9 | 4 | 15 | 2 | 13 | 8 | 2 | -19 | -8
Cc1ccccc1NC(=S)NN1CCN(C)CC1 | -11 | 21 | 9 | -2 | -13 | 74* | -8 | 5 | . | 13 | 2
C=CCN1C(=O)/C(=C\c2ccco2)C(C(=O)OC)=C1C | 0 | 12 | -18 | -4 | -11 | 3 | -31 | -10 | 9 | -5 | 4
COc1ccc(CN2CCC(N3CC(C)OC(C)C3)CC2)c(OC)c1OC (stereo not drawn) | 21 | 1 | 9 | 7 | -2 | -15 | -3 | -8 | 11 | -3 | -5
O=C1N[C@H](Cc2ccccc2)COC(=O)[C@@H](Cc2ccc(F)cc2)C/C=C\C[C@H]1CC(=O)N(CCO)Cc1ccccc1 | 1 | -6 | -7 | 3 | 2 | 32 | 23 | 14 | 9 | -8 | -12
CC1=NN(c2ccccc2)C(=O)C1C(=O)c1ccc([N+](=O)[O-])cc1 (stereo not drawn) | -32 | 6 | -7 | -1 | -4 | 10 | -3 | -5 | -16 | -30 | 3
O=C(CN1C(=O)NC2(CCCC2)C1=O)Nc1ccc(F)c(Cl)c1 | 2 | -6 | 19 | -13 | 10 | 0 | -2 | 15 | -8 | 9 | -1

Screening results from PubChem BioAssay.
